aSyn rescue: alpha-synuclein toxicity inhibition in yeast | Potency, µM (highest dose often 46.1 µM), inactives show top-dose growth rescue (activation), hits mostly activators | Yeast expressing alpha-synuclein, growth rescue, BacTiter-Glo, 24 h | AID 652106 | hit rate 0.14% among 370,000; also: potency is read from the fitted curve at half-maximal effect; % of control where 0% means no effect; nearly all actives have a fitted effect of over 65% in size
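Readout is rescue of growth in alpha-synuclein-expressing yeast, so inhibitors of toxicity appear as activators. Growth after 24 hr at 30 deg C in galactose medium is quantified by luminescence.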
FUS yeast rescue: rescues growth of FUS-expressing yeast. S. cerevisiae FUS-expressing, growth rescue, OD600, 24 h. hit rate 0.24% among 390,000. Potency, µM (series often up to 76.6 µM), without a hit: top-dose growth rescue (activation), usual class: activators. AID 1347120;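 also: potency is read from the fitted curve at half-maximal effect; plate controls were DMSO vehicle for no effect and reference control for full effect; nearly all actives have a fitted effect of over 55% in size; some results filed as inactive show a strong effect at the top dose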
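Yeast expressing FUS under galactose induction, OD 0.005 in 2% galactose medium; compounds in a dilution series, 24 h at 30C. Growth rescue by absorbance at 600 nm; CP55940 positive control, DMSO negative.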
Akt phos inh: blocks phosphorylation of Akt | Neuro2A IGF-stimulated pAkt S473 HTRF, 20 min; hits give low values | activity change, % for hits at 50 µM | hit rate 0.32% among 360,000; in the data active = activity change below about -80%; inconclusive = mostly about -51% to -80%; also: % is scaled to controls: 0 for no effect and ±100 for the full control effect
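Neuro2A cells in DMEM with 0.5% FBS, overnight at 37 deg C, given compound at single 50 µM final, then IGF (6 nM final) for 20 min at 37 deg C. Lysed; phospho-Akt Ser473 by HTRF after 24 h, 665/615 ratio.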
HEK293 tox: cytotoxic in the GLP-1 receptor inverse agonist counter-screen. AID 624418. HEK293 cAMP-luciferase reporter cells, luminescence, 24 h. Potency, µM (doses to about 38.3 µM), without a hit: at the highest dose activity change, negative = inhibition, hits mostly inhibitors. hit rate 0.13% among 410,000;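 also: loss of luciferase light is scored as toxicity; potency is read from the fitted curve at half-maximal effect; % is scaled to controls: 0 for no effect and ±100 for the full control effect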
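A 23 nL compound transfer followed 12 hours of cell culture at 37 deg C; exposure then lasted 24 hr. Luciferase assay detection reagent was dispensed and plates read for luminescence after a 12 min room-temperature wait.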
Abeta rescue: A-beta toxicity reversal in yeast; hit rate 0.063% among 410,000; yeast expressing A-beta42, growth rescue, OD600, 48 h; response scale: 0% DMSO, 100% iron-clioquinol control; Potency, µM (doses to about 46.1 µM), for inactives: at the top dose growth rescue, hits mostly activators; also: potency is read from the fitted curve at half-maximal effect; nearly all actives have a fitted effect of over 55% in size
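Growth rescue measured by 600 nm absorbance after 48 h yeast culture at 30 C with compound. Values normalized between DMSO and an equimolar ferric chloride plus clioquinol control.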
TDP-43 yeast inh: rescues yeast growth from TDP-43 toxicity. Potency, µM (top dose mostly 46.1 µM), for inactives: at the top dose growth rescue (activation), most hits filed as activators. AID 652104. hit rate 1.8% among 410,000. TDP-43 expressing yeast growth rescue, BacTiter-Glo, 24 h; also: potency is read from the fitted curve at half-maximal effect; % of control where 0% means no effect; nearly all actives have a fitted effect of over 50% in size
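Growth rescue of TDP-43-toxic yeast measured as ATP luminescence (BacTiter-Glo). Cells grown to mid-log in raffinose, induced in galactose at OD600=0.02, exposed to compound 24 hr at 30 deg C.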
MmCpn inh: M. maripaludis TRiC chaperonin inhibition; hit rate 0.031% among 330,000; purified Mm-Cpn ATPase, ADP Transcreener TR-FRET; Potency, µM (top dose mostly 76.9 µM), for inactives: top-dose activity, negative = inhibition, usual class: inhibitors; also: potency is read from the fitted curve at half-maximal effect; % is scaled to controls: 0 for no effect and ±100 for the full control effect; nearly all actives have a fitted effect of over 80% in size
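Eu-cryptate anti-ADP/ADP-d2 competition gives a ratio inversely related to ADP. Enzyme at 25 nM was pre-exposed to compound for 10 min, then given 10 uM ATP for 30 min, 37°C throughout.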
GLP1R inv ag: acts as inverse agonist at human GLP-1 receptor | P43220 | HEK293 GLP-1R CRE-luciferase, luminescence, 24 h; GLP-1R form is constitutively active | Potency, µM (titrated, usually from 38.3 µM), for inactives: top-dose activity change, negative = inhibition, hits mostly inhibitors | hit rate 1.6% among 410,000 | AID 624417; also: potency is read from the fitted curve at half-maximal effect; % is scaled to controls: 0 for no effect and ±100 for the full control effect; nearly all actives have a fitted effect of over 55% in size
Target sequence (P43220 whole entry, looked up): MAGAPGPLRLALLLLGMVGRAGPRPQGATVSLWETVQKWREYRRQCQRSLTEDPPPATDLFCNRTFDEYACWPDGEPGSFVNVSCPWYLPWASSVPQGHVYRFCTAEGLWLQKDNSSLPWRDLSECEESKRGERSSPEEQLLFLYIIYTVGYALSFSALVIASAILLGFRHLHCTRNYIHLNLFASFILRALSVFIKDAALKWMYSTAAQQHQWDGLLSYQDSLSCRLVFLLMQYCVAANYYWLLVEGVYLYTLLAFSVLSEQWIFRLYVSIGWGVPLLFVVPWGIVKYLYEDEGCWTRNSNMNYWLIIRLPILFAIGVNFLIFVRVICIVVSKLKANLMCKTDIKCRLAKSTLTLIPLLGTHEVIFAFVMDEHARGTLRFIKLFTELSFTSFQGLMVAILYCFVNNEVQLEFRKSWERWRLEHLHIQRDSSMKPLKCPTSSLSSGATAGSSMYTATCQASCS
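qHTS in 1536-well format: reporter HEK293 cells expressing constitutive GLP-1R activity in DMEM + 10% Nu serum, 24 hr with compounds at 37 deg C, luminescence read after 12 min with detection reagent.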
PTHR1 ag: activates the human parathyroid hormone receptor PTHR1. AID 743266. hit rate 0.075% among 410,000. HEK293 GP2 PTHR1 cells, GloSensor cAMP luminescence, 1 h. Q03431. Potency, µM (doses to about 115 µM), without a hit: at the top dose activation, usual class: activators; also: potency is read from the fitted curve at half-maximal effect; nearly all actives have a fitted effect of over 55% in size; some results filed as inactive show a strong effect at the top dose; inactives centre near -15; many of its hits are not listed in these tables
Target sequence (Q03431 whole entry, looked up): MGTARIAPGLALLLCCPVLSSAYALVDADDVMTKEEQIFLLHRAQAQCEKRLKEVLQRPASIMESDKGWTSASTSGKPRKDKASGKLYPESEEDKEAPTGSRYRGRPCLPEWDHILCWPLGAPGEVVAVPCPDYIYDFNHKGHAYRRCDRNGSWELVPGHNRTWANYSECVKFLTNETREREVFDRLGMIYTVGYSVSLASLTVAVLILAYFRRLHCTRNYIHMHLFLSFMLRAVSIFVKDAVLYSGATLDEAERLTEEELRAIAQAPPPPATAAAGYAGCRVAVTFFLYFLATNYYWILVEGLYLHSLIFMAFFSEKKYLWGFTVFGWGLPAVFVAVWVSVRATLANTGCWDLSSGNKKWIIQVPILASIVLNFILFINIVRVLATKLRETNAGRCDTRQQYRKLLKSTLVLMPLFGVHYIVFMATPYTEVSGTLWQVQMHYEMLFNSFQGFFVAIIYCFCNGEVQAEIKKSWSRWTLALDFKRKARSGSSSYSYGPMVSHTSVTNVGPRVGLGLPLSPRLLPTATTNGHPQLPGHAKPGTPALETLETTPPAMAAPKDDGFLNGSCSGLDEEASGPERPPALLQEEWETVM
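HEK-293-derived GP2 cells expressing PTHR1 and a GloSensor cAMP reporter, 3,000/well, plated overnight, given luciferin plus IBMX (each 0.5 mM as added) for 1 h at 37 °C, then compound for 1 h at 37 °C. Luminescence was read after 15 min at room temperature.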
* = called active by the depositor; i = inactive; ? = inconclusive; / = not tested or not shown; & = joins results of further samples; [ ] = remark or other dose. Unless noted, calls follow the shape of the dose curve; as a rule, active = well fitted curve in the direction sought with a large enough effect; inconclusive = small, poorly fitted or top-dose-only effect, or another doubt; inactive = no such curve, though single readings can be large; an effect the other way counts as inactive or inconclusive. These rows are one share of the data; the hit share may differ from the screen's.

SMILES	aSyn rescue	FUS yeast rescue	Akt phos inh	HEK293 tox	Abeta rescue	TDP-43 yeast inh	MmCpn inh	GLP1R inv ag	PTHR1 ag
CCOC(=O)C1CCCN(c2cc(C)nc3cc(-c4ccc(Cl)cc4)nn23)C1 (stereo not given)	-2%	15%	i	-6%	-2%	1%	0%	-9%	i
Cc1ccc(CN(C)C(=O)c2cc(Br)c(Br)s2)o1	14%	26%	i	26%	-9%	8%	-1%	-22%	-10%
CC(C)CC(C(=O)O)C(C)CC(=O)Nc1ccn(-c2ccccc2)n1 (stereo not given)	-3%	16%	-108%*	-11%	-2%	-5%	-1%	0%	i
COc1cccc(N=Nc2c(=O)[nH]n3c(=O)c4c([nH]c23)CCC4)c1	-16%	31%	i	?	-23%	30%	-2%	12%	i
COc1cccc(N2C(=O)C(CC(=O)Nc3ccc(F)cc3)N(C3CCCCC3)C2=O)c1 (stereo not given)	3%	-6%	i	-12%	21%	17%	?	?	i
O=C(Nc1ccc(OCc2ccccc2)cc1)Nc1nnc([C@H]2C[C@H](O)[C@@H](CO)O2)s1	0%	12%	i	5%	-12%	4%	/	-5%	i
COc1cc(C(=O)N(Cc2cccnc2)Cc2cc3cc4c(cc3[nH]c2=O)OCCO4)cc(OC)c1OC	-11%	19%	i	-7%	2%	-29%	0%	-1%	-7%[57.5 µM]
O=C(O)Cn1cnc2scc(-c3ccccc3)c2c1=O	4%	3%	i	-4%	0%	-13%[1.82 µM]	-1%	17%	i
COc1ccc(CCNC(=O)CN2CCN(c3ccccc3Cl)CC2)cc1	5%	14%	i	-16%	13%	-3%	-2%	?	i
CCOc1ccc(NC(=S)N(CCc2c(C)[nH]c3ccccc23)Cc2cccnc2)cc1	-5%	24%	i	0%	-8%	20%	-2%	10µM*	-17%
COc1ccccc1Nc1nc(C)cc(C)n1	-8%	16%	i	7%	3%	-4%	-1%	-10%	15%
S=c1sc2c(Cl)ncnc2n1-c1ccccc1	-11%	21%	i	-14%	-74%[inhibitor]	1%	1%	?	-40%[inhibitor]
CC(OC(=O)CN1C(=O)c2ccccc2C1=O)C(=O)NC1CCCC1 (stereo not given)	7%	-1%	i	-2%	-3%	-11%	-2%	1%	i
CN1C[C@@H]2[C@@H]3C(=O)N(Cc4ccccc4)C(=O)[C@@H]3[C@](Cc3ccccc3)(C1=O)N2C(=O)c1ccc(Cl)cc1	2%	40%	i	5%	1%	4%	/	-13%	-29%
O=C(O)c1cnn(-c2nc(-c3ccc(F)cc3)cs2)c1C(F)(F)F	-7%	6%	i	0%	-30%	-9%[9.22 µM]	?	3%	-19%
CSc1nc(NC(C)(C)C)nc(N2CCOCC2)n1	-2%	11%	i	-13%	-3%	15%	0%	20%	-10%[57.5 µM]
O=C(NCC(c1ccc(F)cc1)N1CCOCC1)c1ccc([N+](=O)[O-])o1 (stereo not given)	-14%	/	i	-8%	2%	1%	0%	53%[activator]	i
CCN(CC(=O)NCc1ccc(F)cc1)C(=O)/C=C/c1ccc(OC)cc1	-2%	3%	i	-6%	-5%	-4%	2%	?	i
CCC/C=C/c1ccc(CN2C(C(C)C)C(=O)N(Cc3cn(CCOCOC)nn3)CCS2(=O)=O)cc1 (stereo not given)	4%	24%	i	5%	-13%	3%	/	-22%	-29%
COc1ccc(OC)c(CCNC(=O)CCCn2c(=O)c3cccn3c3ccc(F)cc32)c1	/	0%	/	2%	-6%	0%	/	8%	-8%
Cc1ccc(-c2nnc(N3CCCCC3)c3ccccc23)cc1	-8%	-12%	i	-5%	-38%[inhibitor]	14%	?	?	-17%
Cc1nn(CCCC(=O)NCc2ccccc2Cl)c(=O)c2nccn12	-7%	-25%	i	-5%	6%	21%	2%	12%	-15%
COCCNC(=O)CN1C(=O)/C(=C/c2ccccc2)Oc2ccc(C(C)(C)C)cc21	2%	-8%	i	21%	-5%	15%	-6%	?	-21%
Cc1ccc(CCNC(=O)C2CCC(=O)N(CC3CCCCC3)C2)cc1 (stereo not given)	7%	36%	i	-22%	18%	-17%	1%	?	-83%[inhibitor]
CCC(=O)c1cn([C@H](CCC(OC)OC)CC(=O)OC(C)(C)C)cc1CC	-4%	11%	i	11%	0%	14%	2%	-8%	i
COc1cc(CN2CCNC(=O)C2CC(=O)NCCc2ncccc2C)cc(OC)c1 (stereo not given)	-3%	6%	i	0%	-12%	-17%	0%	0%	i
Cc1cc(C)c2c(CN3CCOCC3)cc(=O)oc2c1C	-1%	8%	i	-3%	-12%	-3%	3%	-3%	11%
NC(=O)C1(N2CCCCC2)CCN(c2nc(-c3ccc(Br)cc3)cs2)CC1	11%	-2%	i	2%	4%	-13%	0%	-3%	?
O=C(CSc1ccccn1)N1CCN(c2ccc(Cl)cc2)CC1	4%	-6%	i	-17%	-3%	13%	-2%	3%	-14%[57.5 µM]
O=C(O)c1cccc(NS(=O)(=O)c2cccc3cccnc23)c1	-9%	-15%	i	8%	-2%	7%	-3%	-11%	i

Of the compounds above, 3 have an NH in an aromatic ring:
SMILES	aSyn rescue	FUS yeast rescue	Akt phos inh	HEK293 tox	Abeta rescue	TDP-43 yeast inh	MmCpn inh	GLP1R inv ag	PTHR1 ag
COc1cccc(N=Nc2c(=O)[nH]n3c(=O)c4c([nH]c23)CCC4)c1	-16%	31%	i	?	-23%	30%	-2%	12%	i
COc1cc(C(=O)N(Cc2cccnc2)Cc2cc3cc4c(cc3[nH]c2=O)OCCO4)cc(OC)c1OC	-11%	19%	i	-7%	2%	-29%	0%	-1%	-7%[57.5 µM]
CCOc1ccc(NC(=S)N(CCc2c(C)[nH]c3ccccc23)Cc2cccnc2)cc1	-5%	24%	i	0%	-8%	20%	-2%	10µM*	-17%

Next section.
SMILES	aSyn rescue	FUS yeast rescue	Akt phos inh	HEK293 tox	Abeta rescue	TDP-43 yeast inh	MmCpn inh	GLP1R inv ag	PTHR1 ag
O=C(c1ccccc1C(=O)N1CCN(c2ccccc2F)CC1)N1CCN(c2ccccc2F)CC1	2%	21%	i	-13%	-9%	4%	1%	?	-23%[57.5 µM]
CCN(CC(=O)Nc1ccc2c(c1)OCCO2)C(=O)CN1C(=O)NC(C)(c2ccc(C)cc2)C1=O (stereo not given)	-8%	8%	i	3%	-14%	-1%	-3%	15%	i
CSc1nc2sc3c(c2c(=O)[nH]1)CCCC3	4%	7%	i	3%	10%	9%	0%	19%	i
C=CCn1c(SCC(=O)Nc2ccccc2OC)nc2c([nH]c3ccccc32)c1=O	10%	18%	i	-7%	-16%	7%	0%	64%[activator]	i
CC(C)Nc1nc(NCCN2CCCC2)c2sc(-c3ccccc3)cc2n1	3%	-8%	i	-13%	-18%	22%	/	?	17%
CCc1ccc(/C=N/NC(=O)Cc2cccn2C)cc1	6%	42%	i	12%	-8%	-1%	1%	22%	i
CCC(=O)OC1=C(C(C)=O)N(Cc2ccccc2)S(=O)(=O)c2ccccc21	/	-8%	/	-3%	3%	?	/	-9%	-21%
Cc1cc(C)n2nc(C(=O)NNC(=O)c3ccccc3)nc2n1	3%	-6%	i	5%	-3%	17%[9.22 µM]	1%	-5%	i
O=C(c1ccccc1Cl)N1N=C(c2cccs2)CC1c1cccc(O)c1 (stereo not given)	0%	15%	/	-21%	1%	25%	1%	?	-24%
Cc1cc(C)n2nc(C(=O)Nc3ccc4c(c3)OCCO4)nc2n1	-6%	12%	i	2%	-13%	-2%	-5%	-3%	-32%[inhibitor]
O=C(O)CSC(C(=O)Nc1ccc(C(F)(F)F)cc1)c1ccccc1 (stereo not given)	-2%	1%	i	-6%	-4%	6%	-2%	26%	i
COc1ccc(N=Nc2cnc(C)nc2-c2ccccc2)cc1	3%	0%	i	4%	10%[9.22 µM]	12%	-2%	12%	-8%
COc1ccc(NC(=O)c2ccc3c(c2)CCN3S(=O)(=O)c2ccccc2)cc1	3%	?	i	-11%&-18%	-5%&-13%	1%&4%	-7%	?	-22%
COc1cc(Cl)c(C)cc1NC(=O)c1ccc2c(c1)OCO2	-5%	-15%	i	-8%	-3%	19%	2%	11%	i
Cc1cc(-c2ccccc2)n2nc(C)c(-c3ccccc3)c2n1	3%	-8%	i	-6%	3%	11%	-3%	-2%	-32%[57.5 µM]
CCN(C(=O)COc1ccc(N(C)S(=O)(=O)c2ccc(NC(C)=O)cc2)cc1)C1CCCCC1	8%	40%	i	-17%	14%	19%	0%	?	-11%
O=C(CCCc1nc(-c2ccccc2Cl)no1)N1CCOCC1	-11%	-17%	i	0%	-9%	2%	0%	6%	i
COc1ccc(OC)c(N=c2oc3cc(O)ccc3cc2C(N)=O)c1	-16%	29%	i	/	-15%	24%	2%	53%[activator]	-2%[57.5 µM]
CC(c1ccccc1)N1CC(C(=O)O)CC1=O (stereo not given)	2%	-21%	i	0%	6%	0%	1%	1%	-25%
CCCCN1C(=O)CN(C2CCCCC2)C(=O)C1c1ccc(OC(C)C)c(OC)c1 (stereo not given)	/	15%	/	-11%	-8%	-23%	/	8%	i
CC(=O)CCC(=O)CNC(=O)CC[C@H]1O[C@@H](n2ccc(=O)[nH]c2=O)[C@H](O)[C@@H]1O	-1%	-12%	i	2%	-19%	2%	/	31%[activator]	1%
CCN(CC)CCCNC(=O)CN1C(=O)CCn2nc(-c3cn(C)c4ccccc34)cc21	/	-7%	/	1%	-11%	27%	/	-1%	-6%
OC[C@@H]1CN(Cc2cccs2)C[C@H](n2cnc3c(NCc4ccc(F)cc4)ncnc32)O1	-1%	6%	i	1%	-17%	13%	/	-8%	-18%
